Compound activity deposited in PubChem BioAssay by several laboratories.
KOR beta-arrestin-1 = KOR antagonists, beta-arrestin recruitment, cell-based, luminescence, uHTS (AID 1778); KOR beta-arrestin recruitment, luminescence, antagonist mode; higher % means a stronger effect; actives 0.091% (n = 290,000); inhibition, % at 10 µM, or IC50 in µM where a hit was titrated; note: strong numbers were not always called active
West Nile antiviral = West Nile virus antiviral activity, cell-based, CPE readout (AID 1621); West Nile virus-infected cells, CPE inhibition; higher % means a stronger effect; CPE inhibition, % at 10 µM, or IC50 in µM where a hit was titrated; actives 0.02% (n = 290,000); in the data active = a potency from the dose series; inconclusive = CPE inhibition mostly from about 3.7% at the one dose, without a potency; inactive = the rest, 99 in 100 with CPE inhibition below about 2.2%; note: strong numbers were not always called active
KOR beta-arrestin-2 = kappa opioid receptor activators – cell-based, luminescence, uHTS, primary screen (AID 1777) | actives 0.02% (n = 280,000) | activation, % at 10 µM; hits with a dose series show EC50 in µM | KOR beta-arrestin recruitment, luminescence; higher % means a stronger effect; in the data active = activation above about 50%, passing the limit was not always enough; note: a part of the inactive calls stands beside numbers as strong as those of hits
Yfh1-depleted yeast = mitochondrial function rescue without frataxin homolog – Friedreich's ataxia, plus single-dose screen, dose response (AID 1465); S. cerevisiae Yfh1-off respiration, WST-1 reduction, 72 h; higher fold induction means a stronger effect; one-dose fold induction at 50 µM; EC50 in µM for titrated hits; actives 0.074% (n = 220,000);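 active = fold induction of absorbance versus untreated yeast above a set limit, then at least 30% activation at any dose in follow-up; inconclusive = repeats straddling the limit, or above it without dose testing; inactive = fold induction below the set limit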;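 note: activators that raise dye reduction in frataxin-depleted yeast; strong numbers were not always called active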
AID2073 = disruptors of CaV2.2 binding to Mint1 – biochemical, HTRF (AID 2073); HTRF protein-protein interaction, Mint1-CaV2.2; higher % means a stronger effect; inhibition, % at 20 µM, or IC50 in µM where a hit was titrated; actives 0.19% (n = 290,000); in the data active = inhibition mostly above about 51%, no sharp cut-off; inconclusive = no clear call, values can overlap the other calls; inactive = mostly below about 53%; note: some results filed as inactive read as strong as hits
NOD1 NF-kB reporter = NOD1 signaling inhibitors, primary screen, cell-based, luminescence, uHTS (AID 1578); NOD1-driven NF-kB luciferase reporter cells, luminescence; higher % means a stronger effect; inhibition, % at 4 µM, or EC50 in µM where a hit was titrated; actives 1% (n = 290,000); in the data active = inhibition mostly above about 36%, no sharp cut-off; inactive = mostly below about 34%;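 note: HEK-293T reporter cells stimulated with the NOD1 agonist gamma-tri-DAP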
NOD2 inhibition = inhibition of NOD2-driven NF-kB reporter – cell-based, luminescence, uHTS, HEK293 (AID 1566); HEK293 NOD2/NF-kB luciferase reporter, luminescence; higher % means a stronger effect; inhibition, % at 4 µM; hits with a dose series show EC50 in µM; actives 0.63% (n = 290,000); note: many of its hits are not listed in these tables
HIV fusion peptide = cell-free HIV fusion peptide-binding blockers – biochemical, uHTS, fluorescence dequenching, primary screen (AID 1986); cell-free peptide binding, fluorescence dequenching, 30 min; higher % means a stronger effect; one-dose inhibition, % at 20 µM; IC50 in µM for titrated hits; actives 0.3% (n = 290,000); in the data active = inhibition mostly above about 52%, no sharp cut-off; inactive = mostly below about 76%; note: some results filed as inactive read as strong as hits
Dengue-2 NS5 capping = flavivirus cap methylation enzyme inhibition – biochemical, confirmation dose response, primary screen (AID 588689); Dengue-2 NS5 methyltransferase capping enzyme assay, biochemical; higher % means a stronger effect; inhibition, % at 25 µM, or IC50 in µM where a hit was titrated; actives 0.3% (n = 340,000); in the data active = a potency from the dose series; inconclusive = inhibition above about 29% without an active follow-up result
Dengue-2 NS5 capping pilot replicate = also measured in Dengue-2 NS5 capping; calls as there; inhibition, %; measured here: pilot screen replicate inhibition
Numbers without * were called inactive; i = inactive; ? = inconclusive; nt = not tested or not shown; [ ] = another dose, or the depositor's remark. Cut-off read from the data, not from the text of the source, unless noted: active = inhibition above about 50%; inactive = the rest.

SMILES | KOR beta-arrestin-1 | West Nile antiviral | KOR beta-arrestin-2 | Yfh1-depleted yeast | AID2073 | NOD1 NF-kB reporter | NOD2 inhibition | HIV fusion peptide | Dengue-2 NS5 capping | others
O=C1C2CCCN2C(c2ccccc2F)N1c1ccc(Cl)cc1 (configuration not stated) | -9% | 0.0% | 3.2% | i | -2% | -44% | 5% | 1.6% | 2%
C/C(=N/NC(=O)CNC(=O)c1cccnc1)c1ccc(Cl)cc1 | 45% | -0.2% | -5.2% | nt | -2% | 0% | 5% | -0.8% | -10%
O=C(CS(=O)CC(=O)Nc1cnc2ccccc2c1)Nc1ccc(Cl)cc1 (configuration not stated) | 12% | -0.9% | -6.9% | nt | -3% | 1% | 5% | 2.3% | -2%
Cc1ccc(CSCC(=O)Nc2ccc3c(c2)OCO3)cc1 | -21% | -0.2% | -0.4% | i | ? | 26% | -25% | -2.1% | 5%
O=[N+]([O-])c1cccnc1Oc1ccccc1F | 37% | 2.8% | 5.3% | i | -7% | 4% | -16% | -2.0% | 2%
CCOC(=O)c1c(C)c(C(=O)NCc2ccccn2)c(C)n1C | -19% | -0.2% | 2.5% | i | 1% | -6% | -12% | 1.2% | 0%
COCCOC(=O)C1=C(C)NC(=O)NC1c1c(Cl)nc2ccccn2c1=O (configuration not stated) | 0% | 0.1% | -3.4% | i | 7% | -18% | 14% | 6.7% | 3%
O=C(CCn1cccc1)Nc1nccs1 | 4% | 0.1% | 2.5% | i | -10% | -4% | 2% | 1.3% | 0%
COc1ccc(-c2nnn3c2nc(NCc2ccccc2)c2ccccc23)cc1 | 4% | -0.8% | -0.8% | i | ? | -31% | -3% | 0.2% | -18%
Cc1cc(S(=O)(=O)N2CCCOC2CNC(=O)C(=O)NCc2ccco2)ccc1F (configuration not stated) | -25% | -1.4% | -3.5% | i | -11% | 14% | 6% | -3.3% | -7%
Cc1ccc(S(=O)(=O)NCCCOC(=O)Nc2ccncc2)cc1 | -2% | -0.8% | 0.0% | i | -1% | 9% | -6% | -3.0% | -3%
COc1ccc(-n2c(Cc3cccn3C)nnc2SCC(=O)NC2CCCC2)cc1 | 20% | -0.8% | 0.3% | i | -2% | -24% | -8% | -2.3% | -5%
Cc1ccc(-c2nn(CC(=O)NCCN3CCOCC3)c(=O)c3ccccc23)cc1 | 36% | -0.2% | -2.4% | i | 0% | nt | 2% | -1.0% | 4%
CCOc1ccc(Oc2nc(N(CC)CC)nc(N3CCOCC3)n2)nn1 | -28% | 0.2% | -1.4% | i | -11% | -45% | -29% | -0.3% | -9%
CCOC(=O)N1CCC(Nc2c(N3CCN(c4cc(Cl)ccc4C)CC3)c(=O)c2=O)CC1 | 29% | 0.1% | -1.8% | i | -2% | 14% | 20% | -0.2% | -1%
CCOc1ccccc1NC(=O)C1CCCN(C(=O)Nc2ccccc2)C1 (configuration not stated) | 13% | -0.2% | -4.2% | i | -4% | 0% | 10% | 2.0% | 1%
COc1cc(-c2nnc(SC(C)C(=O)Nc3c(C)n(C)n(-c4ccccc4)c3=O)o2)cc(OC)c1OC (configuration not stated) | -10% | 0.8% | -0.9% | i | -6% | 17% | 11% | 1.2% | -10%
CCOC(=O)CCc1c(C)c2ccc(OCC)c(C)c2oc1=O | 11% | -0.2% | -0.5% | i | 1% | -28% | 2% | 0.5% | nt
COC(=O)C1=C(C)N(c2ccc(Cl)cc2)/C(=C/c2cccs2)C1=O | -4% | -0.3% | -3.0% | i | -2% | -23% | 15% | 9.0% | 4%
CCNc1nc(NCC)n2c(SC(C(=O)Nc3cc(C)ccc3C)c3ccccc3)nnc2n1 (configuration not stated) | 16% | -1.3% | 4.5% | i | 8% | -8% | 12% | 1.1% | -9%
O=C(CCNS(=O)(=O)c1ccccc1)N1CCN(C(c2ccccc2)c2ccccc2)CC1 | -4% | -0.7% | 3.3% | nt | 2% | -24% | -16% | 0.4% | -5%
COc1ccc(CNC(=O)C2CCN(C(=O)c3cccc(Cl)c3)CC2)cc1 | -12% | -1.3% | -1.7% | nt | 0% | -26% | 8% | 1.1% | -3%
CCN1CCN(c2nc(SC)nc3sc4c(c23)CC(C)(C)OC4)CC1 | 3% | -0.2% | -2.6% | i | -7% | -8% | 12% | -0.3% | 4%
N=c1c(S(=O)(=O)c2ccc(Cl)cc2)cc2c(=O)n3ccccc3nc2n1C1CCCC1 | -9% | -0.5% | 10% | nt | 17% | 9% | -6% | 28% | ?
COc1ccc(C(=O)OCn2nnc3ccccc3c2=O)cc1[N+](=O)[O-] | 10% | -0.4% | -2.9% | i | -1% | -36% | -5% | -1.2% | 4%

Continued; the last 4 above are carried over.
SMILES | KOR beta-arrestin-1 | West Nile antiviral | KOR beta-arrestin-2 | Yfh1-depleted yeast | AID2073 | NOD1 NF-kB reporter | NOD2 inhibition | HIV fusion peptide | Dengue-2 NS5 capping | others
COc1ccc(CNC(=O)C2CCN(C(=O)c3cccc(Cl)c3)CC2)cc1 | -12% | -1.3% | -1.7% | nt | 0% | -26% | 8% | 1.1% | -3%
CCN1CCN(c2nc(SC)nc3sc4c(c23)CC(C)(C)OC4)CC1 | 3% | -0.2% | -2.6% | i | -7% | -8% | 12% | -0.3% | 4%
N=c1c(S(=O)(=O)c2ccc(Cl)cc2)cc2c(=O)n3ccccc3nc2n1C1CCCC1 | -9% | -0.5% | 10% | nt | 17% | 9% | -6% | 28% | ?
COc1ccc(C(=O)OCn2nnc3ccccc3c2=O)cc1[N+](=O)[O-] | 10% | -0.4% | -2.9% | i | -1% | -36% | -5% | -1.2% | 4%
O=c1c(Cl)c(NCCO)cnn1-c1cccc(Cl)c1 | -20% | -0.4% | -1.4% | i | 4% | -36% | -18% | -0.7% | -4%
O=S(=O)(c1ccc(Br)c2ccccc12)N1CCCC1 | -48%[20 µM] | -0.1% | 4.9% | nt | 12% | -1% | 19% | 0.2% | nt
O=C(c1ccc(S(=O)(=O)N2CCCCC2)cc1)N1CCN=C1SCc1cccnc1 | 32% | -0.2% | -6.9% | i | 4% | 7% | 15% | 0.5% | -5%
CCn1c(CNc2ccc(F)cc2)nnc1SCC(=O)N1CCCc2ccccc21 | -19% | -1.1% | -3.3% | i | -50% | -23% | -13% | -1.7% | -2%
CCn1c(=O)c(=O)[nH]c2cc(C(=O)NC3CCCC3)ccc21 | 16%[20 µM] | 0.5% | -4.2% | i | 15% | -29% | 15% | -0.2% | -4%
O=C(COC(=O)c1ccccc1C(=O)N1CCN(c2ccc(F)cc2)CC1)NCc1ccccc1 | -17% | -1.2% | -5.5% | i | 1% | -9% | 3% | -0.6% | 6%
COc1ccccc1NC(=O)c1c([N+](=O)[O-])c(C(C)(C)C)nn1C | 16% | 0.1% | 0.6% | i | 3% | 1% | 24% | 0.1% | -1%
O=c1c([N+](=O)[O-])c(N2CCCCC2)c2ccccc2n1-c1ccccc1 | -72% | -0.1% | 9.6% | i | -5% | 4% | -9% | 0.4% | -1%
Cc1ccc2nc3c(c(C(=O)OCC(=O)N(C)C4CCS(=O)(=O)C4)c2c1)CCCC3 (configuration not stated) | 18% | -0.3% | -7.7% | i | 23% | -17% | 15% | -2.4% | 0%
CCN1CCN(c2ncc(C(=O)Nc3ccccc3C(=O)OC)c3ccccc23)CC1 | -19% | 0.3% | 4.3% | i | -4% | 10% | 16% | -2.5% | -3%
CCn1c(CSc2n[nH]c(N)n2)nc2cc(C(=O)O)ccc21 | 8% | 0.0% | -3.5% | i | 24% | -17% | 14% | 11% | 1%
CCOC(=O)Cc1nnn(CC(=O)OCC)n1 | 5% | 0.1% | -4.5% | i | -2% | -25% | -15% | 0.9% | 5%
CCOc1ccccc1OCC(O)CNC (configuration not stated) | 19% | -0.1% | 3.1% | i | 0% | -10% | 15% | 0.8% | 2%
COC(=O)CC(c1ccc(C(C)C)cc1)n1cccc1 (configuration not stated) | 6% | 0.1% | -6.3% | i | -13% | -13% | 12% | -0.9% | -1%
COc1ccc2nc(SCC(=O)c3ccco3)[nH]c2c1 | 8% | -0.5% | 0.9% | i | -25% | -21% | -43% | -2.3% | -1%
O=C1NCCCC1C(=O)N/N=C/c1cccc(Cl)c1 (configuration not stated) | -10% | 0.2% | -0.8% | i | -14% | -10% | -12% | -0.3% | 0%
c1ccc(-c2nn3nnnc3c3ccccc23)cc1 | 3% | -0.2% | 0.1% | i | 4% | -7% | -11% | -1.6% | 1%
O=C(N/N=C\c1ccc(O)c([N+](=O)[O-])c1)c1ccccc1-n1cccc1 | 19% | 0.8% | 3.4% | i | 2% | 3% | 6% | 1.2% | 3%
COc1ccc(C(=O)Nc2ccc(F)cc2F)cc1OC | -11% | 0.2% | 1.6% | i | 3% | -5% | -5% | -0.1% | -2%
CCOC(=O)C1CCN(C(=O)c2ccc(OCC)c(OCC)c2)CC1 | -28% | 0.1% | -3.7% | i | 12% | -6% | 6% | -0.5% | -11%
CSc1nncn1/N=C/c1ccc([N+](=O)[O-])cc1 | -4% | 0.5% | -4.3% | i | -1% | -25% | 22% | -1.4% | 0%
O=C(COc1ccccc1F)c1ccc(O)cc1O | 18% | 0.3% | -0.2% | i | 4% | 15% | 0% | -0.3% | -2% | Dengue-2 NS5 capping pilot replicate=-2.6
CCCC(C)C(=O)Nc1cc([N+](=O)[O-])ccc1F (configuration not stated) | -38% | -0.8% | 8.3% | i | 2% | -60% | -5% | 0.5% | -6%
O=C(Nc1ccc2c(c1)OCCO2)C1CCCN1C(=O)Nc1ccc(F)cc1 (configuration not stated) | -43% | -0.5% | -0.5% | nt | 2% | -37% | 0% | 0.1% | -7%
N#CC1=C(N)Oc2ccccc2C12C(=O)Nc1n[nH]c(-c3ccccc3)c12 (configuration not stated) | -5% | 0.5% | -1.6% | i | -1% | -25% | -5% | -0.6% | -8%
COc1cc(CN(C(=O)c2ccco2)C2CCS(=O)(=O)C2)cc(OC)c1OC (configuration not stated) | -38% | 0.1% | -0.3% | nt | 11% | -1% | 0% | -1.1% | -10%
Cc1nnc(SCC(=O)N/N=C/c2cc(Cl)c(O)c(Cl)c2)s1 | 10% | 0.1% | -1.4% | i | -11% | -10% | 3% | 1.7% | -1%
COCCn1c(SCC(=O)NCc2ccc3c(c2)OCO3)nnc1-c1c[nH]c2ccccc12 | -23% | -0.2% | -4.0% | i | 3% | 4% | 9% | 3.6% | -1%

Some of these compounds in order of molar mass, lowest first.
SMILES | KOR beta-arrestin-1 | West Nile antiviral | KOR beta-arrestin-2 | Yfh1-depleted yeast | AID2073 | NOD1 NF-kB reporter | NOD2 inhibition | HIV fusion peptide | Dengue-2 NS5 capping | others
O=C(COc1ccccc1F)c1ccc(O)cc1O | 18% | 0.3% | -0.2% | i | 4% | 15% | 0% | -0.3% | -2% | Dengue-2 NS5 capping pilot replicate=-2.6
COc1ccc2nc(SCC(=O)c3ccco3)[nH]c2c1 | 8% | -0.5% | 0.9% | i | -25% | -21% | -43% | -2.3% | -1%
COc1ccccc1NC(=O)c1c([N+](=O)[O-])c(C(C)(C)C)nn1C | 16% | 0.1% | 0.6% | i | 3% | 1% | 24% | 0.1% | -1%

These rows are one share of the data; count on the stated rates, not on these rows.
